PGC1a acetyl inh: PGC1a acetylation modulation, inhibitor mode. U2OS PGC1a acetylation, AlphaScreen anti-acetyl-lysine; with virally co-expressed GCN5 acetyltransferase. inhibition, % at 15.6 µM. 350,000 compounds, 0.17% hits;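 active means every replicate shows inhibition of at least 40%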;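 further: 0% = neutral control wells and 100% = positive control wells; some results beyond the cut were filed as inactive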
Statin myotox sup: protects C2C12 myotubes from simvastatin toxicity; ATP luminescence, 48 h; scaled: DMSO 0, geranylgeraniol control 100; rescue of ATP level, % at 7.49 µM; 330,000 compounds, 0.78% hits;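 active means mean ATP rescue above about 67%, or every replicate alone reaching that limit, limit read from the data, passing the limit was not always enough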;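 further: myotubes were challenged with 10 µM simvastatin during compound exposure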
SIRT5 block: sirtuin-5 (human) deacylase inhibition; Purified SirT5, succinyl-peptide AMC, trypsin-coupled fluorescence; 330,000 compounds, 1.1% hits; inhibition, % at 15 µM; Q9NXA8; in the data active means inhibition above about 15%
Target sequence (Q9NXA8 whole entry, looked up): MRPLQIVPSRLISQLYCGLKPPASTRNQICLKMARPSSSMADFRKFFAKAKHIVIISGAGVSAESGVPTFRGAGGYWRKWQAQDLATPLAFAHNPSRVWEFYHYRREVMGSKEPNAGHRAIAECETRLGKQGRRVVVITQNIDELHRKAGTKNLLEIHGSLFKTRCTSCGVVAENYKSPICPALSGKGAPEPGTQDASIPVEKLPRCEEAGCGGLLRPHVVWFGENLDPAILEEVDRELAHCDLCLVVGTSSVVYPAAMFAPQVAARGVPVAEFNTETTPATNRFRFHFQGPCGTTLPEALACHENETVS
ERAP1 inh: blocks human ERAP1 aminopeptidase activity; Q9NZ08; recombinant ERAP1, Leu-AMC fluorescence, 60 min; inhibition, % at 10.7 µM; 340,000 compounds, 0.15% hits;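 active means mean replicate inhibition of at least 30%, or all replicates individually reaching that 30% level; inactive means mean below 30% and not every replicate reaching it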;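 further: 0% = neutral control wells and 100% = L-leucinethiol positive control wells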
S100A4 inh HTS: blocks human S100A4 binding to myosin IIA peptide; P26447; S100A4/TAMRA-MyoIIA peptide fluorescence polarization; inhibition, % at 10.7 µM; 360,000 compounds, 0.14% hits; AID 652163;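 active means mean inhibition of at least 70% across replicates, with every replicate also reaching that level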
Target sequence (P26447 whole entry, looked up): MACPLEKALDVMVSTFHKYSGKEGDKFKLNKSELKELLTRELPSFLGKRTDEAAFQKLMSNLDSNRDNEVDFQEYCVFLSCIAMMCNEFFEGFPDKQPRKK
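Test system – S100A4 monomer (human) · Compound – single-point compound testing · Schedule – 5 min incubation before reading · Probe or stimulus – TAMRA-labelled myosin IIA heavy-chain peptide probe, 5 nM · Benchmarks – neutral control DMSO, positive control TFP · Medium – Calcium-containing HEPES buffer, pH 7.2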
Xi reactivation: activators of X-chromosome reactivation in mouse fibroblasts; 360,000 compounds, 0.055% hits; XiGFP mouse fibroblasts, % GFP-positive cells imaging, 3 d; cells co-treated with 5-aza-dC sensitizer; scaled so ellipticine positive control = 100%; activation, % at 7.58 µM;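 active means mean normalized replicate activation at least 10% and every replicate at or above 10%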;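 further: 0% = median of on-plate neutral control wells and 100% = ellipticine 6 µM median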
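Assay system – SV40-immortalized XiGFP fibroblast cells, line 68-5-11 · Buffer or medium – DMEM supplemented with 5-aza-dC as sensitizing agent · Dosing – one concentration, pinned · Benchmarks – positive control ellipticine, 6 µM final · Times – 3 days compound exposure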
LGR2 antag: inhibitors of bursicon-induced Drosophila LGR2 receptor cAMP signaling. HEK293 LGR2, CRE-luciferase, bursicon-stimulated, 4 h. inhibition, % at 9.99 µM. 380,000 compounds, 0.35% hits. AID 720647;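 active means drop in luminescence signal, shown as inhibition above about 50% in the replicate tests, limit read from the data, passing the limit was not always enough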;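 further: agonist challenge used bursicon conditioned medium at about half maximal strength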
Cneo AK release: Cryptococcus neoformans lysis via adenylate kinase release | C. neoformans lysis, adenylate kinase release luminescence, 4 h; normalised: neutral wells 0, clomiphene wells 100 | lysis activity, % at 15 µM | 360,000 compounds, 0.2% hits | AID 651654;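 active means mean lysis activity across replicates of at least 80%, whatever share of replicates individually reach that level; inactive means mean lysis activity below 80%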
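Test system: log-phase Cryptococcus neoformans yeast cells. Input: 5 × 10^6 yeast cells/mL. Medium: fresh YPD growth medium. Doses: single dose. Incubation: static 4 h at 37 °C with compound, 1 h detection. Measured by: luminescent adenylate kinase detection reagent. Read-out: signal increase indicating cell lysis. Benchmarks: Clomiphene.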
An asterisk follows results filed as active; . = no result given. Not all compounds are listed, so the mix of outcomes need not match the whole.

entry | molecule | PGC1a acetyl inh | Statin myotox sup | SIRT5 block | ERAP1 inh | S100A4 inh HTS | Xi reactivation | LGR2 antag | Cneo AK release
1 | CCOC(=O)C1(Cc2cccc(OC)c2)CCCN(CCO)C1 (configuration not stated) | -3 | 4 | -6 | 1 | -7 | 0.1 | 1 | 0
2 | COc1ccc(NC(=O)N(C)C[C@@H]2Oc3c(NC(=O)c4ccc(-c5nccs5)cc4)cccc3C(=O)N([C@@H](C)CO)C[C@H]2C)cc1 | -8 | . | 4 | 3 | 2 | 0.2 | 7 | 1
3 | C[C@H](CO)N1C[C@H](C)[C@@H](CN(C)C(=O)Cc2cccnc2)Oc2ncc(/C=C/c3ccccc3)cc2C1=O | 6 | 8 | 4 | 4 | -3 | -1.0 | 3 | -2
4 | CO[C@@H]1CN(C)C(=O)c2ccc(NC(=O)C3CC3)cc2OC[C@@H](C)N(Cc2cc(F)ccc2F)C[C@@H]1C | 0 | . | -1 | -2 | -7 | 0.1 | 1 | .
5 | COc1ccc(C)cc1NC(=O)CCN1CCN(C/C=C/c2ccccc2)CC1 | -7 | -10 | -4 | -9 | -11 | 0.0 | -3 | 0
6 | COc1ccc(CN2CCC(CO)(Cc3ccccc3C(F)(F)F)CC2)c(F)c1 | -6 | -16 | 0 | -2 | -2 | 0.0 | -1 | 6
7 | O=C(Nc1ccc2c(c1)OCO2)c1ccc([N+](=O)[O-])cc1[N+](=O)[O-] | . | 10 | -7 | -6 | -4 | 0.1 | 3 | 3
8 | COc1ccc2c3c(n(C)c2c1)[C@H](CO)N(C(=O)c1cnccn1)CC31CCN(C(=O)c2cnccn2)CC1 | . | . | 0 | 0 | -9 | 0.1 | 3 | .
9 | C[C@@H]1CCCCO[C@H](CN(C)C)[C@@H](C)CN([C@@H](C)CO)C(=O)c2cc(NC(=O)Cc3ccccc3)ccc2O1 | -2 | -41 | 1 | -10 | -10 | -1.2 | 4 | 3
10 | Cc1ccc(S(=O)(=O)Nc2ccc3c(c2)C(=O)N([C@@H](C)CO)C[C@H](C)[C@H](CN(C)Cc2ccncc2)OCCCC[C@@H](C)O3)cc1 | -5 | . | 4 | -4 | 6 | 0.1 | -1 | -1
11 | CCOCC(=O)Nc1c(C(=O)Nc2ccc3c(c2)OCCO3)oc2ccccc12 | -15 | . | 7 | 1 | -2 | 0.0 | -25 | .
12 | CN(C)S(=O)(=O)c1ccc(C(=O)NCC(=O)Nc2ccc(F)c(F)c2)cc1 | . | 2 | -1 | -1 | -15 | 0.1 | 11 | -1
13 | CSc1ccc(CN(C)C(C)C(=O)NCc2ccccc2)cc1 (configuration not stated) | 1 | 1 | . | -1 | -2 | 0.1 | 13 | -2
14 | O=C(NCCS(=O)(=O)NCc1ccccc1)c1ccc2c(c1)OCO2 | . | 0 | -9 | 0 | 6 | 0.6 | -9 | -3
15 | CCOC(=O)C1(C)C=C(Nc2ccccc2)C(=O)N1c1ccccc1 (configuration not stated) | 7 | 13 | -1 | -1 | -2 | 0.1 | -3 | 0
16 | CCCC1N2CC3([N+](=O)[O-])CN1CC([N+](=O)[O-])(C2)C3(C)C (configuration not stated) | . | . | -3 | -1 | -6 | 0.0 | 3 | .
17 | COc1ccc(S(=O)(=O)N2CCCC2CNC(=O)C(=O)NC2CCCCCC2)cc1 (configuration not stated) | . | . | -2 | 0 | -1 | 0.1 | 10 | .
18 | COc1ccc(OCc2cc(C(=O)NC(C)c3nc(C)cs3)no2)c(Cl)c1 (configuration not stated) | -3 | 5 | . | 0 | 3 | -0.1 | -44 | 7
19 | Cc1cccc(N(CC(O)CN2CCCC2)S(=O)(=O)c2ccccc2)c1 (configuration not stated) | . | 30 | -2 | 2 | 2 | 0.4 | -2 | 0
20 | O=C(C[C@@H]1C[C@H]2c3cc(NC(=O)C4CCC4)ccc3O[C@H]2[C@H](CO)O1)NCc1cc(F)ccc1F | -8 | 0 | 5 | 0 | -51 | 0.4 | 3 | 0
21 | CCOC(=O)c1ccc(NC(=O)NC2CC3CCC(C2)N3C(=S)NC)cc1 (configuration not stated) | 8 | -7 | -4 | 1 | 2 | 0.0 | 17 | 24
22 | COc1ccc(NC(=O)N(C)C[C@H]2OCCCC[C@@H](C)Oc3ccc(NC(=O)Nc4ccccc4)cc3C(=O)N([C@H](C)CO)C[C@@H]2C)cc1 | -11 | . | 2 | -3 | -1 | 0.1 | -7 | 6
23 | CCN(CC)S(=O)(=O)c1ccc2c(c1)nc(CCC(=O)O)n2CC | . | . | 1 | 3 | 0 | 0.0 | 20 | .
24 | CCCCSc1nnc(-c2ccc(C)cc2)c2ccccc12 | -3 | . | -4 | -1 | -2 | 0.1 | . | 1
25 | C=CCn1c(SCC(=O)c2ccc(O)c(O)c2)nnc1-c1cccnc1 | . | . | 0 | 3 | -1 | 0.0 | -6 | .
26 | O=C(Nc1ccc(S(=O)(=O)Nc2ncccn2)cc1)C12CC3CC(CC(C3)C1)C2 | -2 | . | -1 | -1 | 0 | -0.2 | 0 | 2
27 | C[C@H]1CN([C@@H](C)CO)S(=O)(=O)c2ccc(-c3ccccc3)cc2O[C@H]1CN(C)S(C)(=O)=O | -7 | 3 | -4 | -1 | -23 | -0.8 | 3 | 6
28 | CNC[C@H]1Oc2ccc(NC(=O)Nc3ccccc3)cc2CC(=O)N([C@@H](C)CO)C[C@H]1C | 3 | 1 | -1 | -2 | -5 | 0.0 | -3 | 2
29 | CNc1nc(=S)[nH]c2ccccc12 | 3 | -5 | 1 | . | -3 | . | 10 | 1
30 | COCCn1c(Cc2cccn2C)nnc1SCC(=O)NCc1ccc2c(c1)OCO2 | -6 | . | 2 | -4 | 0 | -0.1 | . | .
31 | N#CC(CCc1ccccc1[N+](=O)[O-])(CCc1ccccc1[N+](=O)[O-])C(N)=O | . | -4 | 2 | 1 | 2 | 0.0 | 14 | 0
32 | CCOC(=O)N1CCN(C(=O)c2ccc3[nH]c(C)c(C)c3c2)CC1 | 12 | 11 | -6 | 0 | 14 | 0.0 | 15 | -2
33 | NS(=O)(=O)c1ccc(CNS(=O)(=O)c2cccc3nonc23)cc1 | -2 | . | 1 | . | 4 | 0.0 | 1 | 2
34 | COc1ccc(NS(=O)(=O)c2ccc(O)c(C(=O)OCC(=O)NC3CCCCC3)c2)cc1 | 8 | 2 | 3 | 0 | 10 | 0.0 | 15 | -2
35 | C[C@H]1CN=C(N(C)C)N1CC1CCCCC1 | -2 | -8 | -1 | -5 | 1 | -0.2 | 9 | -2
36 | CCOC(=O)[C@]12CCCC=C1N(Cc1ccccc1)C(=O)[C@H](CC(=O)NCc1ccc(OC)c(OC)c1)C2 | . | . | 1 | 1 | -4 | . | 0 | .
37 | O=C(NN=C1CCCCCC1)NC1CCCCC1 | -3 | 12 | . | . | . | 0.4 | -17 | 0
38 | CCN1C[C@@H]2[C@@H]3C(=O)N(C)C(=O)[C@@H]3[C@](Cc3ccccc3)(C1=O)N2C(=O)c1ccc(Br)cc1 | . | -5 | -12 | -1 | -3 | 0.0 | 8 | -2
39 | O=C(C[C@H]1C[C@@H]2c3cc(NC(=O)NC4CCCC4)ccc3O[C@@H]2[C@H](CO)O1)NC1CCCCC1 | 2 | 7 | 0 | 2 | -7 | 0.0 | 18 | -54
40 | Cc1ccc(NC(=O)CSc2nnc(C)c(=O)[nH]2)cc1C | -2 | . | -3 | 3 | -22 | 0.0 | 5 | .
41 | COc1ccccc1NC(=O)CCN1C(=O)/C(=C/c2cc(OC)c(OC)c(OC)c2)SC1=S | . | 18 | -1 | -2 | 3 | 0.0 | 16 | -1
42 | CCCNC(=O)N1CC(=O)N2[C@@H](CO)[C@H](c3ccc(C#Cc4cccc(F)c4)cc3)[C@@H]2C1 | -7 | . | -6 | 3 | -11 | 0.1 | 1 | .
43 | O=C(O)CCCC(=O)Nc1ccc(Oc2cccc(C(F)(F)F)c2)nc1 | 12 | . | -2 | 0 | 4 | 0.0 | 0 | 0
44 | CC(C)(C)C(=O)O/N=C(\N)c1ccc([N+](=O)[O-])s1 | -11 | . | -1 | 1 | -6 | 0.0 | -14 | .
45 | C[C@H](CO)N1C[C@H](C)[C@H](CN(C)C(=O)Nc2ccc(F)cc2)OCCCC[C@H](C)Oc2ccc(NS(=O)(=O)c3ccc(Cl)cc3)cc2C1=O | 6 | . | 2 | -1 | 27 | 0.6 | 12 | 10

Reprinted at random: four records from the list.
entry | molecule | PGC1a acetyl inh | Statin myotox sup | SIRT5 block | ERAP1 inh | S100A4 inh HTS | Xi reactivation | LGR2 antag | Cneo AK release
32 | CCOC(=O)N1CCN(C(=O)c2ccc3[nH]c(C)c(C)c3c2)CC1 | 12 | 11 | -6 | 0 | 14 | 0.0 | 15 | -2
36 | CCOC(=O)[C@]12CCCC=C1N(Cc1ccccc1)C(=O)[C@H](CC(=O)NCc1ccc(OC)c(OC)c1)C2 | . | . | 1 | 1 | -4 | . | 0 | .
37 | O=C(NN=C1CCCCCC1)NC1CCCCC1 | -3 | 12 | . | . | . | 0.4 | -17 | 0
39 | O=C(C[C@H]1C[C@@H]2c3cc(NC(=O)NC4CCCC4)ccc3O[C@@H]2[C@H](CO)O1)NC1CCCCC1 | 2 | 7 | 0 | 2 | -7 | 0.0 | 18 | -54

Continuation:
entry | molecule | PGC1a acetyl inh | Statin myotox sup | SIRT5 block | ERAP1 inh | S100A4 inh HTS | Xi reactivation | LGR2 antag | Cneo AK release
46 | Cc1cc(S(=O)(=O)Nc2ccc(C(=O)NCc3ccncc3)cc2)ccc1F | -34 | -2 | -2 | 4 | -3 | 0.0 | 8 | -1
47 | O=c1[nH]c2cc3c(cc2cc1CN(CCO)S(=O)(=O)c1ccccc1)OCCO3 | 5 | . | -6 | -2 | 7 | 0.0 | -22 | 8
48 | CN(c1ccccc1)S(=O)(=O)c1cccc(C(=O)NCCCN2CCCC2=O)c1 | 19 | -3 | 1 | -1 | -7 | 0.0 | 20 | -1
49 | COc1ccc(NC(=O)C2c3ccccc3OCC(=O)N2Cc2ccco2)cc1 (configuration not stated) | . | . | -3 | -1 | -3 | 0.2 | -7 | .
50 | C[C@H](CO)N1C[C@H](C)[C@@H](CN(C)C(=O)c2ccccc2F)Oc2ncc(C#Cc3ccc(F)cc3)cc2C1=O | -17 | -8 | 2 | -2 | 3 | 0.0 | -6 | -1
51 | COc1ccc(S(=O)(=O)Nc2ccc3c(c2)C(=O)N([C@@H](C)CO)C[C@@H](C)[C@H](CN(C)C(=O)CCC(F)(F)F)OCCCC[C@H](C)O3)cc1 | 2 | . | -1 | 0 | 1 | 0.1 | -3 | 1
52 | COc1ccccc1N(C)S(=O)(=O)c1ccc(C(=O)N(C)Cc2ccc(Cl)s2)cc1 | -8 | 3 | -2 | 1 | -6 | 0.0 | 0 | -1
53 | Cc1ccc(OCC(=O)NNC(=O)C2CCN(c3ncccn3)CC2)cc1 | -4 | 9 | . | . | . | . | -7 | 9
54 | CN(C)CC#Cc1ccc([C@H]2[C@H](CO)N3CCCCN(S(=O)(=O)c4ccccc4)C[C@@H]23)cc1 | -3 | 9 | -3 | 0 | -2 | 0.0 | -4 | 1
55 | O=C1OC(c2ccccc2)=N/C1=C\C=C\c1ccccc1[N+](=O)[O-] | . | . | 1 | 13 | -2 | -0.2 | 7 | .
56 | CC(C)CNC(=O)C1(C)CCCN1C(=O)c1csnn1 (configuration not stated) | 2 | -6 | -1 | 0 | -7 | 0.0 | 13 | -1

Screening results (PubChem)
